# Screening data deposited in PubChem BioAssay by Sanford-Burnham Center for Chemical Genomics.
# VHR inh color = inhibitors of human VHR1 phosphatase (DUSP3); recombinant VHR phosphatase, colorimetric substrate read-out; P51452; hit rate 0.7% among 50,000; inhibition, % at 20 µM; in the data active = inhibition above about 60%; note: some results filed as inactive read as strong as hits
# Target sequence (P51452 whole entry, looked up): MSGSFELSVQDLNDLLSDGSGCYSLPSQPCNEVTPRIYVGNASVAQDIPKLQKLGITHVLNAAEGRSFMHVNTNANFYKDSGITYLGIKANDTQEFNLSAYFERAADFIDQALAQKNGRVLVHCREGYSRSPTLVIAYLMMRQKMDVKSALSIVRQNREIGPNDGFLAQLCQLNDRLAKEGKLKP
# * = called active by the depositor.
SMILES,VHR inh color
CC12C(=O)C(C)(C(c3ccccc3)=C1c1ccccc1)C1C(=O)N(c3cccc(C(F)(F)F)c3)C(=O)C12 (centres undefined),-13
COC(=O)C1=C(O)/C(=C/c2cc(C)n(-c3cc(Cl)ccc3Cl)c2C)N=C1C,1
CC(C)CNC(=O)CCCOc1ccc(Cl)cc1Cl,6
Cc1ccc(NC(=O)CSc2nnc(-c3ccccc3)c(-c3ccccc3)n2)cc1,21
COCCOC(=O)C1=C(C)NC(C)=C(C(=O)OCCOC)C1c1ccc(-c2cccc(Cl)c2)o1,-7
COc1ccccc1OCCOc1ccc(/C=N/n2cnnc2)cc1,14
Cc1ccc(S(=O)(=O)NC(C)(C)C(=O)O)cc1,-8
O=C1/C(=C/c2ccc3c(c2)OCO3)SC(=S)N1c1ccc(F)cc1,-12
CC(=O)NC(=O)c1ccccc1OCc1ccc([N+](=O)[O-])cc1,-1
COc1ccc(C2Nc3ccccc3C(=O)N2c2ccccc2)cc1COc1ccccn1 (centres undefined),-3
O=C(Nc1sc2c(c1C(=O)Nc1ccccc1)CCC2)c1cccc(Br)c1,1
COc1ccc(S(=O)(=O)N(CCc2ccccc2)CC(=O)Nc2ccc(C)c(C)c2)cc1,1
COc1ccc2ccccc2c1C1NC(=S)NC(C)=C1C(=O)Nc1ccccc1C (centres undefined),20
Cc1ccc(C(=O)/C=C/c2ccc(-c3ccc(Cl)cc3)o2)cc1,5
CCOc1ccc(/C=N/NC(=O)c2ccc(C(=O)N/N=C/c3ccc(OCC)c(OC)c3)o2)cc1OC,-27
Cc1cc(C)cc(N2C(=O)NC(=O)/C(=C\c3cc(Br)c(O)c([N+](=O)[O-])c3)C2=O)c1,-6
COc1ccc(N(CC(=O)Nc2ccc(Oc3ccccc3)cc2)S(C)(=O)=O)c(OC)c1,-4
COc1ccccc1NC(=O)C1=C(C)NC(=S)NC1c1cccc(Cl)c1 (centres undefined),45
O=C(Nc1cccnc1)c1cc2n(n1)C(C(F)(F)F)CC(c1ccc(Br)cc1)N2 (centres undefined),-23
COc1cc(/C=N/N2C(=O)C3C4C=CC(C4)C3C2=O)cc(I)c1O (centres undefined),-44
O=C(Nc1ccc(S(=O)(=O)Nc2nccs2)cc1)C1CCCCC1,-15
COc1ccc(N2C(=O)NC(=O)/C(=C/c3cc([N+](=O)[O-])cc(OC)c3O)C2=O)cc1,12
N#Cc1ccccc1NC(=O)c1ccc(Br)cc1,-8
COc1cc(C2Nc3cc(C)c(C)cc3NC3=C2C(=O)CC(C)(C)C3)cc(Br)c1OC (centres undefined),2
O=C1CC(c2cccc(C(F)(F)F)c2)c2ccc3ccccc3c2N1 (centres undefined),2
CCn1c2ccccc2c2cc(CN3CCN(C(=O)c4ccc([N+](=O)[O-])cc4)CC3)ccc21,13
Cc1ccc(/C=C2/NC(=S)NC2=O)c(C)c1,-22
Cc1ccc(/C(O)=C2\C(=O)C(=O)N(c3nccs3)C2c2cccc(Br)c2)cc1 (centres undefined),-32
COc1ccc(CNC(=O)c2cnn3c(C(F)(F)F)cc(-c4ccco4)nc23)cc1,-16
O=C(O)/C=C\C(=O)NN=C(c1ccccc1)c1ccccc1,8
CCC(C)c1ccccc1OCCn1cc(/C=C2/SC(=S)NC2=O)c2ccccc21 (centres undefined),1
COC(=O)c1cc(NC(=O)c2cc(OC)cc(OC)c2)cc(C(=O)OC)c1,3
COc1ccc(C(=O)NC(NCc2ccccc2)C(Cl)(Cl)Cl)cc1OC (centres undefined),-22
O=C(Nc1ccccc1)c1cccc(Br)c1,8
O=C1c2cccc3cccc(c23)C(=O)N1/N=C/c1ccc(O)cc1,-1
O=C(Nc1ccc(S(=O)(=O)Nc2nccs2)cc1)c1ccc([N+](=O)[O-])cc1Cl,-12

# A different layout for some results above:
Molecule	VHR inh color
CCn1c2ccccc2c2cc(CN3CCN(C(=O)c4ccc([N+](=O)[O-])cc4)CC3)ccc21	13
Cc1ccc(/C=C2/NC(=S)NC2=O)c(C)c1	-22

# Going on with the list:
SMILES,VHR inh color
Cc1ccc(Nc2nc3nonc3nc2NNc2ccccc2)cc1Cl,27
Cc1ccc(O)c(NC(=O)c2cc3nc(-c4ccccc4)cc(C)n3n2)c1,5
CCOC(=O)c1c(NC(=O)/C=C/c2cccs2)sc(C(C)=O)c1C,-2
CSc1ccc(CN2CCN(C(=O)c3ccco3)CC2)cc1,24
CCC1(O)C(C)C(c2ccc(Cl)cc2)NC(c2ccc(Cl)cc2)C1C (centres undefined),14
Cc1cccc2c1N(C(=O)Cc1ccccc1)C(C)(C)c1ssc(=S)c1-2,-9
COC(=O)c1ccc(NC(=O)C(C)N2C(=O)c3cccc4cccc(c34)C2=O)cc1 (centres undefined),-2
O=[N+]([O-])c1ccc2c(c1)S(=O)(=O)N=C2Nc1cccc(Cl)c1,-34
CC(C(=O)c1ccc(-c2ccccc2)cc1)[n+]1cccc(C(N)=O)c1 (centres undefined),-8
CC(=O)Nc1ccc(Cl)c(-c2nc3cc(Cl)ccc3o2)c1,28
CCN(CC)c1ccc(N2C(=O)c3ccc4c5c(ccc(c35)C2=O)CC4)cc1,-10
Cc1cc(C)c2oc(-c3ccc(C)c(NC(=O)c4ccc([N+](=O)[O-])cc4Cl)c3)nc2c1,-2
COc1ccc(-n2c(C=C3C(=O)N(C)c4ccccc43)nc3ccccc3c2=O)cc1,0
Cc1ccc(Cl)cc1N1CCN(C(=O)C2C3CCC(C3)C2C(=O)O)CC1 (centres undefined),-2
N=c1sc(Cc2ccccc2Cl)cn1CC(=O)c1ccccc1,-19
O=C(Nc1ccccc1Cl)c1ccn(C(=O)c2cccc(Cl)c2)n1,1
COC(=O)c1cc(Nc2nc3ccccc3nc2NS(=O)(=O)c2ccccc2)ccc1Cl,-11
C/C(=N\Nc1nc(-c2ccccc2)nc(C)c1C)c1cccc([N+](=O)[O-])c1,-23
Cc1ccc(CNS(=O)(=O)c2ccccc2[N+](=O)[O-])cc1,-47
C=CCc1cccc(/C=N/NC(=O)c2cc(-c3ccc4ccccc4c3)n[nH]2)c1O,-6
CCOc1ccccc1NC(=S)NCc1ccccc1,1
C=CCn1c(SCC(=O)NCCO)nc2sc(C)c(C)c2c1=O,-7
COc1ccc(-c2cc(C(F)(F)F)n3nc(C(=O)N4CCOCC4)cc3n2)cc1,-29
Oc1ccc2nc(-c3ccccc3)[nH]c2c1,-8
CCCOc1ccc(/C=C2\SC(=O)N(Cc3ccccc3)C2=O)cc1OC,-6
Cc1ccccc1OCCOc1ccc(/C=C2/C(=N)N3N=C(C(C)C)SC3=NC2=O)cc1,18
CC(C)C(=O)NS(=O)(=O)c1ccc(N)cc1,-21
CCOC(=O)C1=C(C)NC(=O)NC1c1ccc(N2CCOCC2)cc1 (centres undefined),-1
COc1cc(NC(=O)c2ccccc2C)c(Cl)cc1NC(=O)c1ccccc1,-8
C=CCOc1ccc2c(C)c(CC)c(=O)oc2c1C,-17
Cc1occc1C(=O)NNC(=O)c1ccccc1F,1
COc1ccc(N2C(=O)/C(=C/c3cc(C)n(-c4ccc([N+](=O)[O-])cc4)c3C)C(=O)NC2=S)cc1,81
O=C(CCC1CCCC1)NCC1CCCO1 (centres undefined),2
CCCCOc1ccc(NC(=O)c2cccc(OC)c2)cc1,24
Cc1ccc(OCC(=O)Nc2ccccc2O)cc1,-14
Cc1ccnc(NS(=O)(=O)c2ccccc2)c1,1

# Some of the entries so far, as tab-separated lines:
compound	VHR inh color
COc1ccc(CNC(=O)c2cnn3c(C(F)(F)F)cc(-c4ccco4)nc23)cc1	-16
O=C(O)/C=C\C(=O)NN=C(c1ccccc1)c1ccccc1	8
CCC(C)c1ccccc1OCCn1cc(/C=C2/SC(=S)NC2=O)c2ccccc21 (centres undefined)	1

# Next section.
SMILES,VHR inh color
COc1cc(C(=S)N2CCOCC2)ccc1OC(=O)c1ccc([N+](=O)[O-])cc1,-4
CCCCCCCCc1nnc(NC(=O)C(C)(C)C)s1,0
CS(=O)(=O)N(CC(=O)Nc1cccc(Cl)c1)c1cccc(C(F)(F)F)c1,1
O=C(Nc1nc2ccc(Br)cc2s1)c1ccc(S(=O)(=O)N2CCCCC2)cc1,14
O=C(O)C(c1ccccc1)N1C(=O)/C(=C/C=C/c2ccccc2)SC1=S (centres undefined),0
O=C(O)c1ccc(-c2ccc(-c3nc4sc5c(c4c(=O)[nH]3)CCCC5)o2)cc1,10
CC1CN(C(=O)CCN2C(=O)c3ccccc3C2=O)CC(C)O1 (centres undefined),-1
Cc1ccccc1OCCOc1ccc(Cl)cc1/C=N/n1cnnc1,-5
COc1ccc(CNCc2cc(OC)c(OC)cc2OC)cc1,-22
Cc1cccn2c(=O)c(/C=N/NC(=O)c3ccccc3O)c(N3CCCCC3)nc12,-11
CCc1cc(=O)oc2cc(C)cc(O)c12,-4
NC(=O)c1ccccc1NC(=O)c1cc(Cl)ccc1Cl,-8

# Sorted by length of the SMILES (smallest number first): 7 of the compounds above.
SMILES,VHR inh color
CCc1cc(=O)oc2cc(C)cc(O)c12,-4
CCCCCCCCc1nnc(NC(=O)C(C)(C)C)s1,0
NC(=O)c1ccccc1NC(=O)c1cc(Cl)ccc1Cl,-8
Cc1ccccc1OCCOc1ccc(Cl)cc1/C=N/n1cnnc1,-5
CS(=O)(=O)N(CC(=O)Nc1cccc(Cl)c1)c1cccc(C(F)(F)F)c1,1
Cc1cccn2c(=O)c(/C=N/NC(=O)c3ccccc3O)c(N3CCCCC3)nc12,-11
COc1cc(C(=S)N2CCOCC2)ccc1OC(=O)c1ccc([N+](=O)[O-])cc1,-4

# More results:
SMILES,VHR inh color
CCc1ccccc1NC(=O)CN(c1cccc(C(F)(F)F)c1)S(C)(=O)=O,11
COc1ccc(-c2cc(-c3cc(Cl)ccc3O)[nH]n2)cc1,-10
O=C1c2ccccc2/C(=N/Nc2ccc([N+](=O)[O-])cc2)C1c1cc(Br)ccc1[N+](=O)[O-] (centres undefined),-30
COc1ccc(N(CC(=O)NC2CCCCC2)S(=O)(=O)c2ccc(C)cc2)cc1OC,8
Cc1cccc(C(=O)Nc2sc3c(c2C(=O)N2CCOCC2)CCCC3)c1,23
CCCC(=O)Nc1ccc(NC(=O)c2ccc(C)c(C)c2)cc1,-4
CC1S/C(=N/N=C/c2ccc(Cl)cc2)NC1=O (centres undefined),9
c1ccc(CN2CCC(N3CCN(Cc4ccccc4)CC3)CC2)cc1,-9
CC1(C)CC(=O)C2=C(C1)Nc1ccccc1NC2c1cccc(C(F)(F)F)c1 (centres undefined),-5
Cc1ccc(N2CC(C(=O)N/N=C/c3ccc([N+](=O)[O-])cc3)CC2=O)cc1 (centres undefined),13
O=[N+]([O-])c1ccc(S(=O)(=O)Nc2cc(Cl)cc(Cl)c2)cc1,-15
O=C(NCCO)C(=O)Nc1cccc(C(F)(F)F)c1,106
CC(C)(C)NCC(O)COc1ccccc1C(C)(C)C (centres undefined),-34
COc1ccc(CCNC(=O)/C(=C/c2ccc(Cl)cc2)NC(=O)c2ccc(C)cc2)cc1OC,-22
O=C1N=C(N2CCOCC2)S/C1=C\c1ccc2c(c1)OCO2,-8
C(=Nc1ccc2ccccc2c1)c1cccnc1,-12
CCOC(=O)C(=CNc1ccc(Br)cc1)C(=O)OCC,-5
O=C(Nc1ccccc1OC(F)(F)C(F)C(F)(F)F)C(c1ccccc1)c1ccccc1 (centres undefined),-4
N#Cc1c(-c2ccc(Cl)cc2)cc(-c2ccccc2)[nH]c1=O,-34
OC12CCCCC1C(c1ccc(Br)cc1)NCC2 (centres undefined),-2
COc1ccccc1N(CC(=O)NCCSCc1ccccc1)S(=O)(=O)c1ccccc1,-4
S=C(c1ccc(-c2ccc(Cl)c(Cl)c2)o1)N1CCOCC1,15
CCOc1ccc(/C=C2/Sc3ccccc3C2=O)cc1OCC,-6
CC(C)(C)NC(=O)c1cccc(Oc2ccc([N+](=O)[O-])cc2)c1,-3
COc1ccc(N2CN=C3SC(CO)(CO)C(=O)N3C2)cc1,-22
COc1ccc(NS(=O)(=O)c2c(C)cc(C)cc2C)cc1,-15
O=C(Nc1cccc2nsnc12)c1ccccc1[N+](=O)[O-],-12
Cc1ccccc1NC(=O)c1ccc(C)c(S(=O)(=O)NCc2ccccc2)c1,13
CCOc1ccc(N(CC(=O)Nc2ccc(C)cc2C)S(C)(=O)=O)cc1,-43
Cc1ccccc1-c1cc(C(=O)NC(C)C)c2ccccc2n1,7
O=C1NN(c2ccccc2)C(=O)/C1=C/c1ccc(F)cc1,0
Clc1ccc(-c2ccc(/C=N\n3cnnc3)o2)c(Cl)c1,-8
CS(=O)(=O)N(Cc1ccc(C(=O)NCc2ccco2)cc1)c1ccccc1,2
Cc1ccc(C)c(NC(=O)CSc2nc3ccccc3s2)c1,36
COc1ccc(-c2c(C#N)c(N)c(C#N)c3c2CCCC3)cc1,-10
Cc1ccc(Cl)cc1NC(=O)C(=O)NCCCO,-34
CC(=O)Oc1c(C(C)C)cc(N(C(C)=O)c2ccccc2)cc1C(C)C,-42
Cc1cc(C)n(-c2cc(N(C)C)nc(C)n2)n1,-2
O=C(COc1ccccc1)N1CCNCC1,10
Cc1ccc2nsnc2c1NC(=O)c1ccc(-c2ccccc2)cc1,-2
O=C(/C=C/Nc1ccc(Br)c(Cl)c1)c1ccccc1,-20
O=C(O)CC1S/C(=N/N=C/c2cccc(O)c2)NC1=O (centres undefined),-7
COCCCNC(=O)c1ccc(C(=O)NCCCOC)cc1,1

# An excerpt. The share of hits here may be higher or lower than overall.
